# DAGLB inh – blocks human DAGLB lipase activity. HEK293T DAGLB membrane lysate, EnzChek fluorogenic substrate. 0.059% of 340,000 active. AID 504411. inhibition, % at 5.17 µM. Q8NCG7; in the data active = inhibition above about 34%;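 note: 0% = enzyme with vehicle and 100% = wells lacking enzyme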
# Target sequence (Q8NCG7 whole entry, looked up): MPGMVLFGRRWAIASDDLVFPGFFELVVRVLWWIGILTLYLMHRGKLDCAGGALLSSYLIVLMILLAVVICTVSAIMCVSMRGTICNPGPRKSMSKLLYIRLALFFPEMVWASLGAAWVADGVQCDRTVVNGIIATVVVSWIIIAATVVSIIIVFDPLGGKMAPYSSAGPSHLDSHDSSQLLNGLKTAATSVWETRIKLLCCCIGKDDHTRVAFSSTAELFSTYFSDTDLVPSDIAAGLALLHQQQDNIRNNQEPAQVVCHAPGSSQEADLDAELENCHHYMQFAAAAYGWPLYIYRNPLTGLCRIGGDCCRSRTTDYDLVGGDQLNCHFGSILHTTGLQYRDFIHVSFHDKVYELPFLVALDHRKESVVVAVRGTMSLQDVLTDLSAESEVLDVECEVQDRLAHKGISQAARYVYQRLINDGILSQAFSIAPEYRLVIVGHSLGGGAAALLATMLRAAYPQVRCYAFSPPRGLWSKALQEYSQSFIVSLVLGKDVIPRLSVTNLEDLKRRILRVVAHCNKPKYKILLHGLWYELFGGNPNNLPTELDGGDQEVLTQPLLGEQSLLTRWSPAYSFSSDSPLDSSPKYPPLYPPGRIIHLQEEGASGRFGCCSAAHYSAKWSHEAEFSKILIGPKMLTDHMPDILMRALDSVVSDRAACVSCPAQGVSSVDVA
# Cardiac RTF inh – cardiac RTF calcium desensitization; P19429+P45379; IANBD-labeled cardiac RTF, Ca2+ fluorescence; inhibition, % at 7.15 µM; 0.12% of 340,000 active; AID 493244;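 active = inhibition above the mean inhibition of all tested compounds plus 3 SD, cut at about 17% in these data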;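 note: assay run at fixed EC70 calcium of 1.6 mM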
# Keap1 Nrf2 FP – inhibitors of human Keap1-Nrf2 protein-protein interaction | Q14145 | Keap1 Kelch-Nrf2 peptide fluorescence polarization, 1536-well | inhibition, % at 9.4 µM | 0.15% of 340,000 active; in the data active = inhibition above about 12%;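 note: human Keap1 Kelch domain with fluorescein labeled Nrf2 9mer peptide probe; 0% = neutral control wells and 100% = peptide positive control; higher means more block of Keap1 binding to Nrf2 peptide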
# LANA DNA inh – KSHV C-LANA DNA binding inhibition | inhibition, % at 9 µM | MBP-C-LANA/FAM-LBS DNA binding, fluorescence polarization | 0.078% of 340,000 active | AID 504423;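 active = highest replicate inhibition at or above 60% at 9 µM, even if other replicates fall short; inactive = all replicates below 60% inhibition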;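 note: 0% = neutral control wells and 100% = 4 µM acridine orange control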
# CAL PDZ FP-1 – CAL PDZ (human) peptide binding inhibition; AID 602252; inhibition, % at 24.9 µM; 0.92% of 300,000 active; purified CAL PDZ, TMR-peptide fluorescence polarization, 1 h; Q9HD26;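 active = mean inhibition of at least 30% with at least half of replicates also reaching 30%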;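 note: 0% = DMSO neutral control and 100% = excess unlabeled competitor peptide PRC23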
# Pemphigus Ab inh – blocks pemphigus antibody binding to human desmoglein-3; P32926; DSG3-coupled beads, scFv-anti-DSG3-GFP binding, flow cytometry; stronger effect = lower value; binding (percent of control), % at 10 µM; 0.48% of 310,000 active;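 active = binding more than 3 SD below its plate's average and above zero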;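 note: hits lower antibody fragment binding to DSG3; some compounds called inactive have numbers as strong as hits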
# CAL PDZ FP-2 – blocks peptide binding to human CAL PDZ domain; inhibition, % at 20 µM; Q9HD26; AID 504414; 0.02% of 330,000 active; purified CAL PDZ, TMR-peptide fluorescence polarization, 1 h;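 active = highest replicate inhibition of at least 40%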;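 note: plate controls were DMSO neutral control wells for no effect and unlabeled competitor peptide control wells for full effect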
#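 System: tagged CAL PDZ domain. Schedule: 1 h room-temperature incubation prior to read. Signal: fluorescence polarization (mP). Measure: percent inhibition from loss of millipolarization.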
# V-ATPase pH – regulators of yeast V-ATPase proton transport. AID 504577. 0.37% of 350,000 active. S. cerevisiae, pHLuorin cytosolic pH fluorescence. response, % at 10 µM; in the data active = response mostly above about 7.3%, no sharp cut-off; inactive = mostly below about 5.4%; note: actives read high; inactives centre near 0; some compounds called inactive have numbers as strong as hits; reference of the scale not given here
# Arrestin-AP2 inh – human beta-arrestin and AP2 interaction inhibition | 0.31% of 340,000 active | FITC-arrestin peptide / GST-AP2 beads, flow cytometry; AP2 beta2 appendage carries R879A mutation | AID 504490 | inhibition, % at 10 µM;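 active = inhibition above a set limit, near 3 SD of compounds lacking own fluorescence, cut at about 54% in these data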;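 note: plate controls were DMSO wells for no effect and 5 µM unlabelled arrestin peptide for full effect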
#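 Material – GST-tagged AP2 beta2-adaptin appendage (R879A) on 4 µm glutathione beads · Probe or stimulus – fluorescein-tagged arrestin peptide at 50 nM final · Timing – 12 min plus 1 h, RT · Detection – bead flow cytometry, FITC channel · Read-out basis – inhibition as reduced fluorescein signal on beads, percent · Medium – PBS plus Tween 20 (0.05%) and BSA (0.1%)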
# NSD2 inh – blocks human histone methyltransferase NSD2. O96028. NSD2 peptide methylation, AlphaScreen, 120 min. inhibition, % at 12.5 µM. 0.54% of 310,000 active; in the data active = inhibition above about 50%
# The depositor's hits bear a star; . = no result given. An excerpt, so the mix of outcomes need not match the whole.
SMILES,DAGLB inh,Cardiac RTF inh,Keap1 Nrf2 FP,LANA DNA inh,CAL PDZ FP-1,Pemphigus Ab inh,CAL PDZ FP-2,V-ATPase pH,Arrestin-AP2 inh,NSD2 inh
COc1ccc(S(=O)(=O)N(C)C)cc1NC(C)C(=O)Nc1cccc(C#N)c1 (stereo not given),-3,-4,-4,1.1,-4,98,-1.0,-2,32,-1
COc1ccc(-c2csc(NC(=O)c3ccccc3S(C)(=O)=O)n2)cc1,0,5,-3,0.9,-3,98,-1.8,-4,34,4
CN(C)c1cccc2c1C(=O)c1ccccc1C2=O,24,8,3,-2.8,-2,103,-0.7,0,49,60*
CCc1noc(C)c1C(=O)Nc1cccc2ncccc12,-1,-13,2,-0.1,-1,102,0.2,-1,47,0
O=C(COC(=O)/C=C/c1ccccc1)NC(=O)NCc1ccccc1,1,-7,-2,-1.5,12,97,0.7,-1,-3,-2
COC(=O)c1cc2ccsc2n1Cc1cccc(F)c1,-7,0,-2,-0.7,79*,100,0.3,3,2,0
N#Cc1ccccc1NC(=O)CN1C(=O)NC2(CCCC2)C1=O,1,-25,3,0.3,-21,96,-2.7,-1,-2,5
O=C(NC1(C(F)(F)F)N=C(c2ccccc2)NC1=O)c1ccc(Cl)cc1Cl (stereo not given),2,-6,1,1.1,0,102,.,2,-3,-7
Cc1noc(C)c1C(=O)OCC(=O)c1cc(C)n(Cc2ccccc2Cl)c1C,-9,0,5,3.6,-4,89,-0.7,-3,-9,-2
COc1ccc(C(C)(C)C)cc1NC(=O)C1=CC=CN2CCS(=O)(=O)N=C12,0,4,-6,-0.8,2,97,-1.0,-1,-1,-1
COc1ccc(OC)c(C2=NNC(=NCc3ccc4c(c3)OCO4)SC2)c1,3,6,2,-0.5,-2,108,-1.4,0,3,-1
COCCCNCCCCOc1ccc(Br)cc1C,-3,1,-1,5.3,-2,102,-0.6,1,5,8
CCOC(=O)Cc1c(C)nc(-c2ccccc2)[nH]c1=O,0,5,-7,-1.1,0,52,.,-1,-7,-2
CC(C)CC(NC(=O)C(CC(C)C)NC(=O)OC(C)(C)C)C(N)=O (stereo not given),0,-13,2,-0.3,-1,101,-0.9,-6,10,.
Cc1nn(-c2ccccc2)c(C)c1C(=O)OCC(=O)N1CCN(S(=O)(=O)c2ccccc2)CC1,-4,1,-6,-0.6,4,98,-1.3,-1,2,-1
Oc1ccccc1C1=NCCNC(C(F)(F)F)=C1,-1,0,-4,-0.8,2,97,-0.3,-1,32,4
Cc1nnc(NC(=O)Cn2cnc3c2c(=O)n(C)c(=O)n3C)s1,-1,-5,4,-0.5,-2,68,1.1,-6,2,10
N#Cc1ccccc1NC(=O)C1CC(=O)N(c2ccc3c4c(cccc24)CC3)C1 (stereo not given),-1,2,-2,1.0,-4,88,-2.6,-3,-3,-1
Cn1c(SCC(=O)NCc2ccc3c(c2)OCO3)nc2scc(-c3cccs3)c2c1=O,2,5,1,0.0,-4,96,-3.0,2,28,.
Cn1cc(C(=O)NC2CCCCCC2)c(=O)c2cc(S(=O)(=O)N3CCCC3)ccc21,0,-5,-2,0.8,-1,93,-1.9,0,-9,-1
CCOC(=O)N1CCN(Cc2nc(N)nc(Nc3ccc(C)cc3)n2)CC1,-3,-3,-6,1.2,-2,104,-0.3,4,-5,3
CSc1nc(-c2ccccc2)nc(N2CCN(C)CC2)c1C(C)=O,-1,-12,3,0.4,-7,107,-2.0,1,2,19
CC1(C)S/C(=N/N=C/c2ccco2)NC1=O,0,-27,1,1.0,-2,86,-1.9,-1,0,-2
CCOC(=O)[C@H]1[C@H]2COc3ccc(OC)cc3[C@H]2N2C(=O)CN(Cc3ccccc3)C(=O)[C@@]12C,-2,0,-5,-1.1,0,105,0.4,1,0,.
Cn1c(CN2CCCC2)nc2cc(NC(=O)Nc3ccccc3)ccc21,1,-8,1,-1.1,-3,123,-1.8,0,-10,1

# Another view of some results above.
molecule: CSc1nc(-c2ccccc2)nc(N2CCN(C)CC2)c1C(C)=O
  DAGLB inh: -1; Cardiac RTF inh: -12; Keap1 Nrf2 FP: 3; LANA DNA inh: 0.4; CAL PDZ FP-1: -7; Pemphigus Ab inh: 107; CAL PDZ FP-2: -2.0; V-ATPase pH: 1; Arrestin-AP2 inh: 2; NSD2 inh: 19
molecule: CC1(C)S/C(=N/N=C/c2ccco2)NC1=O
  DAGLB inh: 0; Cardiac RTF inh: -27; Keap1 Nrf2 FP: 1; LANA DNA inh: 1.0; CAL PDZ FP-1: -2; Pemphigus Ab inh: 86; CAL PDZ FP-2: -1.9; V-ATPase pH: -1; Arrestin-AP2 inh: 0; NSD2 inh: -2

# Other compounds
SMILES,DAGLB inh,Cardiac RTF inh,Keap1 Nrf2 FP,LANA DNA inh,CAL PDZ FP-1,Pemphigus Ab inh,CAL PDZ FP-2,V-ATPase pH,Arrestin-AP2 inh,NSD2 inh
N/C(=N/OCc1cccc([N+](=O)[O-])c1)c1nonc1N,0,-2,-2,-1.6,-2,100,-0.2,-3,-7,2
O=C(CSc1ccccc1Cl)c1ccco1,-1,0,-6,0.6,-1,104,.,1,3,31
CCO[C@@H]1OC(C(=O)NCc2ccccc2)=C[C@H](c2ccccc2)[C@H]1CCCO,-4,-2,6,-0.4,-1,100,-0.2,-1,13,.
CCc1ccc(N2CC(C(=O)Nc3cc(C)on3)CC2=O)cc1 (stereo not given),-6,6,1,0.1,0,118,0.1,-4,22,-3
COc1cccc(Nc2nc(-c3sc(C)nc3C)cs2)c1,0,2,-2,-0.9,2,116,1.2,0,16,-1
COc1ccc(C(=O)N/N=C\C(C)=C\c2ccccc2)cc1OC,0,3,3,-1.5,-6,.,-3.8,1,-16,-1
O=C(NCc1ccco1)c1cccc(C(F)(F)F)c1,0,-2,-5,-0.1,-3,105,9.1,2,16,1
CCOc1ccccc1Nc1nc(N2CCCC2)nc(N2CCOCC2)n1,-3,-14,2,-3.8,4,103,0.6,7,21,.
CCOc1ccc(/C=N/NC(=O)c2nnn(-c3nonc3N)c2COc2ccc(F)cc2)cc1,-4,-1,-1,1.8,-5,.,0.1,-4,37,-5
CCCc1cc(=O)[nH]c(SCC(=O)Nc2ccc(S(=O)(=O)N3CCCC3)cc2)n1,3,6,-1,1.4,.,91,-0.7,-4,-7,1
Cc1ccc(NC(=S)NNC(=O)CSc2nc3ccccc3c(=O)n2-c2ccc(C)cc2)cc1,7,10,-1,-0.1,1,.,-2.9,-3,12,-5
O=S(=O)(c1cccc2cccnc12)N1CCN(Cc2ccc3c(c2)OCO3)CC1,0,-2,-1,0.2,-12,101,-7.6,-4,25,1
CS(=O)(=O)N(CCc1ccccc1)CC(=O)NCc1ccccc1,0,-2,-1,1.5,-2,97,0.1,1,-6,-10
Cc1noc(C)c1NC(=O)Nc1ccc2c(c1)C(=O)N([C@H](C)CO)C[C@H](C)[C@H](CN(C)C)O2,-1,-4,3,3.9,0,97,2.4,-1,-4,.
Cc1cc(C)c(C)c(S(=O)(=O)NC2CCN(Cc3ccccc3)CC2)c1C,-3,-4,4,0.7,.,100,0.2,-1,-1,-5
CCOC(=O)Cc1csc(NC(=O)CN2CCOCC2)n1,-3,-3,-5,-1.0,6,121,-1.0,0,10,0
COCC(C)N=CC1=C(O)CC(C)(C)CC1=O (stereo not given),0,-4,-7,0.0,-6,98,0.4,2,0,-2
O=C(COC(=O)c1cnc(Cl)c(Cl)c1)NCc1ccc2c(c1)OCO2,1,-11,2,-0.9,10,106,-1.1,-1,6,0
COC(=O)C(C)Oc1cc(OC(C)C(=O)OC)c2c(C)c(Cl)c(=O)oc2c1 (stereo not given),-4,-2,-6,-0.4,-1,120,-3.0,-4,-6,-6
CCOC(=O)c1oc2cc(C)cc(O)c2c(=O)c1-c1csc(C)n1,-10,10,2,-0.1,2,107,-0.2,2,-3,-1
O=Cc1ccc(-c2cc(Cl)ccc2Cl)[nH]1,0,0,3,13,-1,101,-0.8,1,-11,2
CCOC(=O)c1cnc2c(C)c(C)ccc2c1NCCN1CCOCC1,-4,-17,-5,0.6,-6,106,-1.1,2,7,1
COc1ccc(S(=O)(=O)N(C)C2CCN(C)CC2)cc1,-3,-4,-3,-0.5,.,100,-0.3,1,-6,.
CCOc1ccc(NC(=O)c2ccc3c(=O)n4c(nc3c2)CCCCC4)cc1,-1,-1,-1,0.5,1,.,-0.1,-2,-2,2
CN(C)/C=C/C(=O)c1ccc(Br)s1,8,-6,0,-1.0,8,100,-3.5,-1,.,2
# The list continues:
SMILES,DAGLB inh,Cardiac RTF inh,Keap1 Nrf2 FP,LANA DNA inh,CAL PDZ FP-1,Pemphigus Ab inh,CAL PDZ FP-2,V-ATPase pH,Arrestin-AP2 inh,NSD2 inh
COc1cccc2cc(C(C)N(CCCN3CCOCC3)C(=O)Nc3ccccc3)oc12 (stereo not given),-6,-1,-3,0.5,1,106,-1.0,1,15,2
CCCCCCn1nc(C(=O)OCC(=O)c2c(N)n(C)c(=O)n(C)c2=O)c2ccccc2c1=O,-4,-8,-4,-0.6,-3,118,-2.9,-2,-30,2
CCOc1ccccc1OCC(=O)NNC(=O)Cn1cnc2c1c(=O)n(C)c(=O)n2C,-1,-12,2,-2.0,-4,103,-4.1,-4,49,-1
Cc1ccc(NS(=O)(=O)c2cccc(C(=O)O)c2)cc1S(=O)(=O)N1CCCCC1,26,-12,-2,0.3,-4,110,-1.7,6,9,3
COc1ccc2nc(N3C(=O)C(O)=C(C(=O)c4ccco4)C3c3ccc(C)o3)sc2c1 (stereo not given),11,-10,2,0.9,-11,109,-7.3,1,11,2
Cc1ccc(C(=O)N(CCc2ccccc2)Cc2ccccc2)cc1S(=O)(=O)N1CCOCC1,-7,-8,-3,-1.5,4,101,-0.5,1,3,34
COc1ccc2[nH]c(C)c(C(=O)CN3CC(C)OC(C)C3)c2c1 (stereo not given),-1,0,-2,-0.7,-2,108,-4.4,-2,1,-1
Cc1ccccc1OCCC(=O)OCC(=O)Nc1ccc(C(N)=O)cc1,0,3,-3,0.7,0,99,-2.3,3,1,-2
O=C(CCNC(=O)c1ccc([N+](=O)[O-])cc1)Nc1ccccc1N1CCCC1,2,1,-2,1.1,.,114,0.0,5,-7,-3
COC(=O)CSC1=C(C#N)C(c2cccc(OC)c2)CC(=O)N1 (stereo not given),4,-14,-2,0.8,5,97,1.2,-1,-1,.
COc1ccc(S(=O)(=O)Nc2ccc3c(c2)C(=O)N([C@H](C)CO)C[C@H](C)[C@@H](CN(C)C(=O)Nc2ccc(C(F)(F)F)cc2)O3)cc1,-1,-5,-10,0.7,-2,97,-0.4,2,2,.
COCCCn1c(=O)c2sccc2n2c(CCCC(=O)NCc3ccc(F)cc3)nnc12,0,0,3,-1.3,-5,.,-2.5,1,1,-1
Cc1ccc(S(=O)(=O)NCCN2CCOCC2)c(C)c1C,-2,-5,-4,-0.8,-6,105,-2.9,-4,-8,-3
COc1ccc(C(=O)CSc2nnc(COc3ccccc3)n2Cc2ccco2)cc1,0,-5,2,-1.3,-1,89,-1.8,-2,-8,0
CCOc1cc(/C=N/NC(=O)c2cc3c(ccc4ccccc43)o2)ccc1O,-7,-8,-7,0.8,0,101,-0.3,3,-1,0

# Bioassay records: PubChem, several laboratories
